miR-122 sensor = inhibitors of miR-122 in Huh7 cells; Huh7 miR-122 Renilla luciferase sensor, 48 h; neutral wells = 0, positive control = 100; activation (reporter increase), % at 12.5 µM; 340,000 compounds, 0.3% hits;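 active = mean replicate activation score at least 90 and every replicate individually at or above 90; inconclusive = only one of the two criteria met; inactive = neither criterion met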;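 also: higher luciferase means less miR-122 activity so hits act as miR-122 inhibitors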
GSIS activator = primary screen for activators of insulin secretion dependent on glucose, INS-1E cells, GLuc reporter luminescence. activation, % at 16.6 µM. AID 743287. 370,000 compounds, 0.61% hits. INS-1E GLuc reporter insulin secretion, 2-3 h;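 active = lowest replicate activation of at least 40%, so every replicate reaches that level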;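 also: 0% = median of neutral control wells and 100% = median of IBMX positive control wells; some compounds called inactive have numbers as strong as hits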
FN deposition inh = fibronectin deposition inhibition; AID 743247; 350,000 compounds, 0.086% hits; inhibition, % at 12.6 µM; AH1F fibroblasts, Alexa488-fibronectin deposition fluorescence, overnight;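 active = mean inhibition across replicates of 30% or more, regardless of how many single replicates reach that level; inconclusive = mean under 30% yet at least half of replicates reach 30%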;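 also: positive control wells lacked labelled fibronectin entirely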
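material = AH1F fibroblast monolayer depositing Alexa488-labelled fibronectin into matrix | amount = 10000 AH1F cells/well | buffer or medium = DMEM plus 2% serum, read in PBS | incubation = 1 h cell adhesion before compound, then overnight fibronectin incubation | detection = fluorescence at 485 nm excitation, 525 nm emission | evaluation = percent inhibition as loss of matrix-bound fibronectin fluorescence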
DENV2 CPE = inhibitors of DENV2 cytopathic effect; CPE inhibition, % at 9.99 µM; DENV2-infected cells, cytopathic effect rescue, plate reader; 350,000 compounds, 1.7% hits; in the data active = CPE inhibition above about 20%, passing the limit was not always enough; inconclusive = no clear call, values can overlap the other calls; tested in BHK-21 cells;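 also: 0% = median of neutral control wells and 100% = median of positive control wells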
PAX8 reporter = PAX8 transcriptional activity inhibition; inhibition, % at 12.6 µM; RMG-I TPO-luciferase reporter, SteadyGlo, 24 h; 360,000 compounds, 1.2% hits; AID 652154;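 active = mean replicate inhibition at least 60% with every replicate also reaching 60%; inconclusive = only one of the two criteria is met; inactive = mean below 60% and not all replicates reaching 60%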;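 also: luciferase light reporting Pax8 driven TPO promoter activity; plate controls were median of neutral control wells for no effect and mitoxantrone controls for full effect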
F508del corr = CFTR F508del correction in bronchial cells; CFBE cells, YFP halide quenching; stimulated with forskolin plus potentiator P3; % fluorescence drop versus neutral controls; activity (quench increase), % at 7.58 µM; 350,000 compounds, 0.36% hits; AID 720511;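 active = mean added fluorescence quench of at least 8% versus neutral control, with both replicates also reaching 8%; inconclusive = only one of the mean or replicate conditions met; inactive = mean below 8% and not both replicates reaching 8%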;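 also: cells transiently co-express mutant CFTR-F508del with the halide-sensitive YFP; corrector assay measuring rescue of mutant channel to the surface after 24 h compound exposure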
EWS-Fli inh = blocks EWS/Fli oncoprotein-driven transcription | A673 NR0B1-luciferase reporter, viability-normalised | inhibition, % at 12.6 µM | 350,000 compounds, 0.67% hits;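 active = mean inhibition of at least 50% after viability correction, with every replicate also passing that limit; inconclusive = mean reaches 50% but only one of two replicates passes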;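 also: firefly luciferase signal divided by Alamar Blue viability fluorescence both relative to DMSO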
* hit, by the source's call; ? = inconclusive; / = no result given; & = joins results of further samples; [ ] = dose if it differs, or a comment. No enrichment for hits; any-hit rate near 3.9%.

SMILES	miR-122 sensor	GSIS activator	FN deposition inh	DENV2 CPE	PAX8 reporter	F508del corr	EWS-Fli inh
O=C(Nc1cccc(C(F)(F)F)c1)OCc1ccncc1	-4	-1	-1	-2	-13	2.5	-10
C[C@@H]1CCCCO[C@H](CN(C)Cc2ccncc2)[C@@H](C)CN([C@H](C)CO)C(=O)c2cc(NS(=O)(=O)c3ccc(Cl)cc3)ccc2O1	-2[16.7 µM]	-13	1	4	-19	2.1	-9
NC(=O)c1c(NC(=O)c2c(F)cccc2F)sc2c1CCN(Cc1ccccc1)C2	0	/	9	/	14	1.4	-18
COc1cc(NC(=O)c2ccc(S(=O)(=O)N(C)C)cc2)cc(OC)c1OC	-1	-2	/	-2	/	0.9	6
CCC(=O)N(C)CCc1cc2c(c(OC)c1/C=N/NC(=O)[C@H]1C[C@@H]1c1ccccc1)OCO2	/	/	-1	-4	8	0.3	7
C[C@H](CO)N1C[C@H](C)[C@@H](CN(C)C(=O)C2CCOCC2)Oc2ncc(-c3cccc(C#N)c3)cc2C1=O	15[16.7 µM]	5	-11	-1	10	1.4	7
COc1ccc(C2OC(=O)c3ccccc3S2)cc1 (centres undefined)	5	/	15	/	-35	/	/
COc1ccc(N(CC(=O)N2c3ccccc3CC2C)S(=O)(=O)c2c(C)nn(C)c2C)cc1 (centres undefined)	/	/	2	3	-2	1.4	-8
CCCCOc1ccc(NC(=O)c2cc(F)c(F)cc2Cl)cc1	5	-10	-4	/	-6	/	/
COCC(=O)Nc1ccc2c(c1)C(=O)N(C)C[C@@H](OC)[C@@H](C)CN(C(=O)C1CCCC1)[C@@H](C)CO2	-13[16.7 µM]	0	7	0	/	3.9	-9
O=S(=O)(c1ccc(F)cc1)N1CC[C@@H]2[C@H]1c1cc(Br)ccc1N[C@@H]2CO	-2[16.7 µM]	-3	6	?	-20	-3.6	-8
COc1ccc(Cl)cc1NC(=O)CN(C)CC(=O)Nc1ccc(S(N)(=O)=O)cc1	-3	36	5	3	18	1.4	0
COc1ccc(/C=N/NC(=O)CN(CCc2ccccc2)S(=O)(=O)c2ccc(NC(C)=O)cc2)cc1OC	/	29	10	0	34	0.1	5
CCCNC(=O)C[C@H]1CC[C@H]2[C@@H](COc3ccc(NC(=O)c4ccc(Cl)cc4)cc3C(=O)N2C)O1	-2[16.7 µM]	-7	16	-1	15	-0.2	-3
Cc1ccc(NC(=O)NC(=S)NC(=O)c2ccccc2)cc1	4	-8	-4	/	-66	/	/
O=C(CSc1nnc(-c2cccnc2)o1)OC1CCCCC1	-11	/	-11	/	17	/	/
COc1ccc(Cn2cc(CN3CC(N4CCCC4)CS3(=O)=O)nn2)cc1 (centres undefined)	/	11	4	-1	-1	0.6	3
Cc1cc(-c2nc3ncccc3o2)ccc1NC(=O)CC(C)C	-1	/	7	-1	-80	-1.9	-43
CCOC(=O)C1=CCN(S(=O)(=O)c2ccccc2C)C1c1cccc(Cl)c1 (centres undefined)	/	-51	19	9	5	0.8	8
O=C(O)c1cc2ccc3cccc4ccc(c1)c2c34	/	-9	-3	6	2	-2.4	-6

Entries listed so far that have a Cl atom:
SMILES	miR-122 sensor	GSIS activator	FN deposition inh	DENV2 CPE	PAX8 reporter	F508del corr	EWS-Fli inh
C[C@@H]1CCCCO[C@H](CN(C)Cc2ccncc2)[C@@H](C)CN([C@H](C)CO)C(=O)c2cc(NS(=O)(=O)c3ccc(Cl)cc3)ccc2O1	-2[16.7 µM]	-13	1	4	-19	2.1	-9
CCCCOc1ccc(NC(=O)c2cc(F)c(F)cc2Cl)cc1	5	-10	-4	/	-6	/	/
COc1ccc(Cl)cc1NC(=O)CN(C)CC(=O)Nc1ccc(S(N)(=O)=O)cc1	-3	36	5	3	18	1.4	0
CCCNC(=O)C[C@H]1CC[C@H]2[C@@H](COc3ccc(NC(=O)c4ccc(Cl)cc4)cc3C(=O)N2C)O1	-2[16.7 µM]	-7	16	-1	15	-0.2	-3
CCOC(=O)C1=CCN(S(=O)(=O)c2ccccc2C)C1c1cccc(Cl)c1 (centres undefined)	/	-51	19	9	5	0.8	8

(more compounds)
SMILES	miR-122 sensor	GSIS activator	FN deposition inh	DENV2 CPE	PAX8 reporter	F508del corr	EWS-Fli inh
C[C@H](CO)N1C[C@H](C)[C@@H](CN(C)C(=O)Nc2ccc(C(C)(C)C)cc2)OCc2cn(nn2)CCCC1=O	5[16.7 µM]	6&4	4&-1	13&2	8&-3	-0.7&-2.3	-7&-1
CCCn1c(N)c(N(CCOC)C(=O)c2ccc(N(C)S(=O)(=O)c3ccc(C)cc3)cc2)c(=O)[nH]c1=O	/	-2	2	0	2	1.7	-1
NC(=O)c1ccc2c(=O)n3c(-c4cc(Cl)c(N)c(Cl)c4)csc3nc2c1	-1	/	9	?	10	2.7	47
COC(=O)C1=NN(C(C)=O)C2(CC(=O)N(c3cc(C)cc(C)c3)C2=O)C1 (centres undefined)	-2	0	4	?	12	/	0
CC(=O)c1ccc(N=Nc2ccc(N)cc2)cc1	-1	-15	-3	5	-43	0.3	34
COc1cccc(C#Cc2ccc([C@H]3[C@H](CO)N4C(=O)CN(S(=O)(=O)c5ccccc5C)C[C@@H]34)cc2)c1	/	8	/	-5	-12	0.5	-9
CCN(C(=O)CSc1nnc(-c2ccccc2OC)n1N)c1c(N)n(Cc2ccccc2)c(=O)[nH]c1=O	-8	-2	6	18	6	-3.0	-5
C[C@@H]1CN([C@H](C)CO)C(=O)c2cccc(NC(=O)CCCCCC(=O)Nc3ccccc3N)c2O[C@@H]1CN(C)Cc1ccccc1	/	15	/	-7	3	-1.0	-4
CCC(CC)C(=O)c1c[nH]c(C(=O)NCc2ccccc2OC)c1	-4	3	6	-1	9	1.3	9
CC(=O)C1(C)CCC2C3C=C(C)C4=CC(=O)CCC4(C)C3CCC21C (centres undefined)	/	58	3	-2	3	2.0	9
O=C(Nc1ccc(F)c(F)c1)c1ccccc1-c1ccccc1	2	0	-7	/	2	/	/
CCn1c2ccccc2c2c3ncc4cccn4c3ccc21	16	1	9	5	-49	1.7	-51
COCC(=O)Nc1ccc2c(c1)C(=O)N(C)[C@H]1CC[C@H](CC(=O)NC3Cc4ccccc4C3)O[C@H]1CO2	7[16.7 µM]	5	2	4	14	0.8	4
O=C1NCCN1Cc1ccccc1	7	12	-1	/	/	/	/
CCN1CN(Cc2ccco2)CNC1=S	/	15	1	/	10	/	/
CCC(=O)N1Cc2cc(C(=O)N3CCN(C)CC3)nc(-c3cccc(-c4cccnc4)c3)c2[C@@H]1CCO	/	9	3	-11	-30	-3.5	1
Cc1ccc(/C=C2\SC(=S)N(c3cccnc3)C2=O)cc1	/	2	-3	9	-3	-1.3	5
CCc1cccc2c(C(=O)C(NCCCOC)c3ccccc3)c[nH]c12 (centres undefined)	0	0	7	2	17	-1.8	18
O=C1c2ccccc2C(Nc2ccc(S(=O)(=O)N3CCCCCC3)cc2)N1Cc1ccco1 (centres undefined)	5	-36	3	-8	21	0.5	6
C[C@@H]1CCCCO[C@H](CN(C)CC2CC2)[C@H](C)CN([C@H](C)CO)C(=O)c2cc(NC(=O)C3CCCCC3)ccc2O1	-6[16.7 µM]	2	/	-3	4	-0.3	/
CCCCSc1nnc2c(n1)[nH]c1ccccc12	0	/	3	/	-160	/	/
COc1ccc(C(C(=O)NC2CCCC2)N(Cc2ccccc2)C(=O)c2snc(C(N)=O)c2N)cc1OC (centres undefined)	/	31	-6	-5	-19	2.6	7
CCOC(=O)N1CCN(C(=O)C[C@@H]2C[C@@]3(C(=O)OC)CCCCC=C3N(Cc3ccccc3)C2=O)CC1	/	-33	3	9	-8	1.0	4
O=C(Cn1ncc2c([nH]c3ccccc32)c1=O)Nc1ccc(F)cc1F	-1	20	16	-1	-25	3.4	5
COc1ccc(CN2C(=O)C(CC(=O)NC3CCCC3)CC(C(=O)N(C)C)=C2C)cc1 (centres undefined)	-2	5	1	1	-18	-5.0	6
CC1CCCC(NC(=O)c2ccc3c(=O)n(CC4CCCO4)c(=O)[nH]c3c2)C1C (centres undefined)	-7	/	-3	/	5	/	/
COc1cccc(CNC(=O)CN(C)S(=O)(=O)c2cccc3cccnc23)c1	-14	13	-11	-1	2	-3.6	4
Cc1nn(C)c(C)c1CCC(=O)O	-2	0	-2	-1	-1	1.7	-3
CCC(=O)N(C)C[C@@H]1Oc2cc(C#CCN(C)C)ccc2S(=O)(=O)N([C@@H](C)CO)C[C@@H]1C	-4[16.7 µM]	8	4	?	/	-1.4	-5
S=C(NCc1ccc(Cl)cc1Cl)NC1CCCCC1	/	/	-2	13	-10	/	-4
c1ccc(-c2ccc(OCCCNC3CCCC3)cc2)cc1	1	-5	0	14	26	-3.4	6
Nc1sc(-c2ccccc2)cc1C(=O)NCCN1CCOCC1	/	-18	11	26*	6	1.7	2
CN(C)[C@@H](CO)c1nnc([C@H](CCC(=O)O)NC(=O)C2CCNCC2)o1	-7	17	2	-3	-79	-0.8	-8
COc1ccc(C(=O)CNc2ccc(C)cc2C)cc1	/	0	1	1	-17	-31	2
COc1cc(/C=C2/SC(=S)N(Cc3ccccc3)C2=O)cc(OC)c1O	/	-9	-11	2	-5	-2.7	3
CN1CCN(CCCNC(=O)c2ccc(/C=C3/Sc4ccccc4N(Cc4cccc(Cl)c4)C3=O)cc2)CC1	-7	129*	22	-16	-12	-8.5	45
CCn1cc(C(=O)N[C@@H](CCSC)C(=O)NCCCn2ccnc2)c(=O)c2cc3c(cc21)OCO3	4	-1	-9	-2	6	-2.5	-4
CCOc1ccc(CN2CCN(CCCn3cccn3)CC2CCO)cc1 (centres undefined)	5	-1	5	-2	4	-1.4	1
CCCc1nc(C)c2c(=O)[nH]c(-c3cc(S(=O)(=O)N4CCN(CC)CC4)ccc3OCC)nn12	-3	-4	/	17	-6	-3.1	8
CCOC(=O)/C(=N/Nc1ccccc1)N1CCCc2ccccc21	-5	-20	/	/	1	/	/
COc1cc(CN2C[C@@H](CO)O[C@@H](n3cnc4c(NCCN(C)C)ncnc43)C2)cc(OC)c1OC	-1	10	-1	5	-7	-1.1	-1
CCCN1CCC(NC(=O)C2CCCCC2C(=O)O)CC1 (centres undefined)	/	7	5	-1	-2	-1.4	-4
COc1ccc(C(O)c2ncc(-c3ccccc3)[nH]2)cc1 (centres undefined)	22	/	13	?	-9	0.0	-16
CN(C)S(=O)(=O)c1cccc(C(=O)Nc2ccc(N3CCOCC3)cc2)c1	-2	/	11	3	6	0.6	-2
CC(=O)Cc1nsc(NC(=O)c2ccc(-c3ccccc3Cl)o2)n1	5	/	4	/	-6	/	/
O=C(NCc1ccc(Cl)cc1)c1cc(=O)[nH]c2ccccc12	/	28	0	9	0	-0.1	3
NS(=O)(=O)c1ccc(CCNC(=O)CSc2ccc([N+](=O)[O-])cc2)cc1	2	1	-4	-6	-24	0.7	-9
O=C(C[C@H]1CC[C@@H]2[C@H](COC[C@@H](O)CN2S(=O)(=O)c2ccccc2)O1)NCc1ccc2c(c1)OCO2	-1[16.7 µM]	-16	6	-1	2	-2.3	4
COc1ccc(C2(c3ccc(OC(C)=O)cc3OC(C)=O)CC(c3ccccc3)NC(=S)N2)cc1 (centres undefined)	/	-26	-7	10	24	-2.2	-1
Cc1noc(C)c1NC(=O)N[C@@H]1CC[C@H](CC(=O)NCCCN(C)C)O[C@H]1CO	-6[16.7 µM]	-6	-11	2	-12	0.8	2
CCOc1ccc(/C=N/OCC(=O)Nc2cc(C)on2)cc1	7	-1	-2	-5	15	-1.2	-19
OCC1(Cc2ccccc2)CCCN(Cc2ccn[nH]2)C1 (centres undefined)	2	13	-16	/	2	2.5	0
COc1ccc(Cc2n[nH]c(=S)n2NC(=O)Nc2ccc(Cl)c(Cl)c2)cc1	6	-27	-1	1	-4	-0.6	-3

Screens from PubChem BioAssay.
